# TPT1 inhibitor: Candida albicans TPT1 enzyme inhibitors, primary screen, biochemical, fluorescence polarization | tRNA 2'-phosphotransferase TPT1 (Candida albicans SC5314) | recombinant caTPT1, FP RNA substrate dephosphorylation | inhibition, % at 5 µM | actives 0.81% (n = 300,000);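 active = inhibition above the mean of all tested compounds plus 3 SD, set per screening campaign, cut at about 24% in these data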;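 note: plate controls were DMSO alone for no effect and ferristatin control at 100 nM for full effect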
# CTSL1 counter: Fasciola hepatica cathepsin L1 inhibitors, primary screen, counter-screen for PFM18AAP inhibitor project, biochemical, QFRET, fluorogenic peptide substrate. recombinant F. hepatica cathepsin L1, Z-Leu-Arg-MCA fluorescence. inhibition, % at 5.96 µM. actives 0.49% (n = 300,000). AID 1906, 2009;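 active = inhibition above the mean of all tested compounds plus 3 SD, set per screening campaign, cut at about 17% in these data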;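 note: 0% = plate median of test compound wells and 100% = 1 µM Z-Phe-Ala-diazomethylketone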
# Efflux pump mplx: inhibitors of Candida efflux pumps in yeast, primary screen, S. cerevisiae, Nile Red, multiplex | actives 0.44% (n = 330,000) | AID 485275, 2010 | S. cerevisiae Candida pump triplex | inhibition, % at 10 µM;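 active = plate passing quality check with inhibition over a set limit, or well fluorescence over plate mean plus 4 SD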;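 note: Nile Red retained in pooled yeast measured as flow cytometry median fluorescence; 0% = buffer negative control and 100% = Enniatin B positive control; higher means more Nile Red kept so more efflux inhibition; some compounds called inactive have numbers as strong as hits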
# HCV core dimer: inhibitors of HCV core protein dimerization, primary screen, biochemical, TR-FRET, high-throughput; AID 1899, 2009; inhibition, % at 5 µM; TR-FRET GST/Flag-core106 dimerization, 1536-well; actives 0.33% (n = 300,000);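 active = inhibition above the mean of all tested compounds plus 3 SD, set per screening campaign, cut at about 45% in these data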
#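 Material: GST/Flag-tagged HCV core106 proteins. Incubation: 4 h, 22.5 °C incubation. Read-out basis: inhibition (%) from 671 over 617 nm ratio. Measured by: TR-FRET, excitation 340 nm, emission 617 and 671 nm.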
# ZTA counter: counter-screen for EBNA-1 inhibitors: inhibitors of Epstein-Barr virus ZTA; P03206; ZTA-DNA binding, fluorescence polarization; inhibition, % at 11 µM; actives 0.15% (n = 320,000); in the data active = inhibition above about 33%
# Target sequence (P03206 whole entry, looked up): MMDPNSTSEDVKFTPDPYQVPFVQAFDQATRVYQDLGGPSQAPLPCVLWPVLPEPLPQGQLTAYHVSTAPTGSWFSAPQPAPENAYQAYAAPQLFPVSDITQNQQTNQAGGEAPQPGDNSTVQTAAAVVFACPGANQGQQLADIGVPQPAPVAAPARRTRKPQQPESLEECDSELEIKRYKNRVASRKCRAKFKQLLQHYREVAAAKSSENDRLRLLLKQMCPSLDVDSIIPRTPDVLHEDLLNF
# EBNA-1 inhibitor: EBNA-1 DNA-binding inhibitors, primary screen, biochemical, fluorescence polarization; inhibition, % at 14.8 µM; actives 0.34% (n = 300,000); AID 1950, 2009; in the data active = inhibition above about 28%
# PP5 inh: PP5 phosphatase inhibitors, primary screen, biochemical, fluorescence; inhibition, % at 6.7 µM; Serine/threonine-protein phosphatase 5 (Homo sapiens), P53041; purified PP5c, OMFP substrate fluorescence; actives 0.18% (n = 320,000);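 active = inhibition above the campaign's mean inhibition across all tested compounds plus 3 SD, cut at about 9.5% in these data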;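 note: 0% = DMSO only and 100% = 100 µM cantharidin control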
# Target sequence (P53041 whole entry, looked up): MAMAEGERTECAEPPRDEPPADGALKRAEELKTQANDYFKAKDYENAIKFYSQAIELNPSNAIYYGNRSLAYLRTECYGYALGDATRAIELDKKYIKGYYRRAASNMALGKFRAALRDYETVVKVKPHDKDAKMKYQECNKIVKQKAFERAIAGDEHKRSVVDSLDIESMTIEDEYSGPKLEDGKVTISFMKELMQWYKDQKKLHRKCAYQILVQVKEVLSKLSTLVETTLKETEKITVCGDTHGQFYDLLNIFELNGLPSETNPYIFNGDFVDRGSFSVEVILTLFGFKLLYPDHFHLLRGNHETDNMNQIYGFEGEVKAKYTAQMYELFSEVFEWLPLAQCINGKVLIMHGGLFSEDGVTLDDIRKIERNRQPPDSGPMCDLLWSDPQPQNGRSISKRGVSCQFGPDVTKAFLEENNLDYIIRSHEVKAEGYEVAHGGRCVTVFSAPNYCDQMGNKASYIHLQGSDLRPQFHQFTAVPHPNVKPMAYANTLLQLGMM
# PP1 inh: PP1-alpha phosphatase inhibitors, primary screen, counter-screen for PP5 inhibitor project, biochemical, fluorescence, OMFP substrate, single point | Serine/threonine-protein phosphatase PP1-alpha catalytic subunit (Homo sapiens), P62136 | purified PP1alpha | inhibition, % at 6.7 µM | actives 0.9% (n = 320,000) | AID 2235, 2010;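 active = inhibition above the mean inhibition of all tested compounds plus 3 SD, computed separately for each screening campaign, cut at about 15% in these data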
# Target sequence (P62136 whole entry, looked up): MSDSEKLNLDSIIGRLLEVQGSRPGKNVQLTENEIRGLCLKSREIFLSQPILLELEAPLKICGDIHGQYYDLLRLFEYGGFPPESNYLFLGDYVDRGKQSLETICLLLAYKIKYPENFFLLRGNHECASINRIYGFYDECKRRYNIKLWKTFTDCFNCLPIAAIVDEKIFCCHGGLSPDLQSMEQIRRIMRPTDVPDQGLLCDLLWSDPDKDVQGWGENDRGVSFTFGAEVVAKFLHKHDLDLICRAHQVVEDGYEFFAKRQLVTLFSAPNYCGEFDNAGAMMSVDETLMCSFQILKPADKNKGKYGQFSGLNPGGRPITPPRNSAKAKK
# PREPL inh: PREPL enzyme inhibitors, primary screen, biochemical, fluorescence polarization; inhibition, % at 5.96 µM; Prolyl endopeptidase-like (Homo sapiens), Q4J6C6; recombinant PREPL, fluorescence polarization activity-based probe; actives 0.68% (n = 320,000); in the data active = inhibition above about 43%;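 note: 0% = enzyme with DMSO and 100% = wells lacking enzyme; many of its hits are not listed in these tables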
# * marks the source's active call; other numbers are inactive results; / = no result given.
SMILES,TPT1 inhibitor,CTSL1 counter,Efflux pump mplx,HCV core dimer,ZTA counter,EBNA-1 inhibitor,PP5 inh,PP1 inh,PREPL inh
O=C(N1CCOCC1)N(CCN1CCOCC1)Cc1cccc(Cl)c1,-3,7,0.0,-4,-12,-6,-11,-2,15
O=C(Nc1ccc(Br)cc1Cl)Nn1cnnc1,0,-13,0.2,-5,4,-2,3.0,-5,-9
COc1ccccc1C1C(C#N)=C(N)Oc2cc(C)n(CCCn3ccnc3)c(=O)c21 (centres undefined),1,3,-0.1,0,5,3,-0.8,-1,3
Cc1ccc2c(c1)-c1c(cnn1CC(=O)NC(C)CCc1ccco1)CO2 (centres undefined),5,0,0.0,25,4,6,5.1,1,-7
O=C(COC(=O)c1ccc2ccccc2n1)NC1CCCCC1,/,/,-0.1,/,14,/,0.8,-6,-4
[O-][n+]1c2c(nn1-c1ccccc1Cl)-c1nonc1CC2,2,-1,0.1,-8,-4,-2,2.4,6,5
CC(=O)Oc1ccc(C)cc1-n1nc2ccccc2n1,0,-2,0.0,-1,0,6,-0.5,-2,3
COC(=O)C1=C(C)NC(=O)/C1=C\c1cc(C)n(-c2c(C)cccc2C)c1C,-2,-3,0.0,-1,-9,-2,1.6,-2,17
O=C(Oc1ccc2ccccc2c1Cl)N1CCCCCC1,0,1,0.1,4,-5,9,1.3,2,1
CCN(c1ccccc1)S(=O)(=O)c1cccc(C(=O)NCC2(N(C)C)CCCCC2)c1,/,/,-0.2,/,1,/,-1.0,-2,-5
COc1cc(NS(=O)(=O)c2c(C(=O)N3CCOCC3)c(C)n(C)c2C)cc(OC)c1OC,-2,1,-0.1,-9,-4,-4,2.4,-1,7
Nc1nc(COc2ccc(F)cc2)nc(N2CCCCC2)n1,-6,2,0.9,3,5,-11,-2.1,0,5
CC(C(=O)NCc1ccc(F)cc1)c1ccc([N+](=O)[O-])cc1 (centres undefined),-4,-5,-0.4,-2,-10,2,-0.5,-1,8
Nc1ncccc1C(=O)OCC(=O)N1CCN(S(=O)(=O)c2ccc(Cl)cc2)CC1,/,/,0.0,/,-3,/,4.7,-1,6
COc1ccc(COC(=O)CCNC(=O)c2ccc(Cl)cc2)cc1,0,1,-0.1,0,11,11,-1.3,0,-11
Cc1cc(C(=O)Nn2cnnc2)cs1,0,1,0.1,1,3,6,0.0,-3,-2
CCc1cc(C(=O)N2CCc3c([nH]c4ccccc34)C2c2ccc(OC)cc2F)no1 (centres undefined),-2,-8,0.2,9,8,-4,4.2,2,5
CCCCn1c(N)c(N(CCOC)C(=O)c2ccc(F)c(S(=O)(=O)N3CCOCC3)c2)c(=O)[nH]c1=O,-4,2,-0.1,-4,-1,8,-0.5,-2,-3
CN(C(=O)CSc1nnc(C2CC2)n1C1CC1)C1(C#N)CCCCC1,/,/,-0.3,/,-9,/,1.2,-5,7
CCCCCC(=O)Nc1cccc2ccccc12,-5,3,-0.1,-8,-7,-2,2.5,-6,24
O=C(CCC(=O)c1ccccc1)Nc1ccccc1OC(F)F,-2,3,0.6,-2,-7,-4,-0.6,1,-2
NS(=O)(=O)c1cc(C(=O)OC2CCOC2=O)ccc1Cl (centres undefined),-2,0,0.0,15,12,11,1.0,-1,5
CCCS(=O)(=O)N1CCC(C(=O)NCCN(CC)c2ccccc2)CC1,-3,6,-0.1,-3,2,-6,-1.3,0,25
COC(=O)c1ccc(CSc2nc3ccccc3[nH]2)o1,0,-2,-0.1,-7,6,4,1.4,-2,-3
O=C(c1ccc(F)cc1)N1CCN(C(=O)c2cccnc2)CC1,-1,2,0.1,-5,12,2,0.1,1,9
COc1ccccc1NC(=O)CSc1ncn[nH]1,-1,0,0.0,-1,9,-13,0.1,-1,-4
COC(=O)C(C(=O)OC)c1ccc(NC(=O)c2cccc(Cl)c2)cc1,-4,-2,-0.2,2,-3,60*,0.9,0,2
O=C(Cn1cnc2ccccc2c1=O)NCC1COc2ccccc2O1 (centres undefined),-3,2,-0.1,-4,5,8,0.0,-4,-12
O=C(O)c1cccc(Nc2ccncc2[N+](=O)[O-])c1,-5,6,1.2*,-1,2,8,-1.0,-3,-1
O=C(CSc1nnc(-c2ccccn2)n1-c1ccc(Cl)cc1)Nc1ccc2c(c1)OCO2,0,-2,0.0,1,11,4,4.3,6,6
Cc1cccc(NC(=O)CCS(=O)(=O)c2ccc(Cl)cc2)c1,-1,-1,-0.1,-6,16,8,1.0,3,-12
COc1cc2c(cc1OC)C(c1ccco1)CC(=O)N2 (centres undefined),-1,-3,-0.1,1,-4,4,-1.7,-1,15
CCOP(=O)(c1ccc(N(C)C)cc1)C(O)c1ccccc1F (centres undefined),-1,3,0.0,1,4,10,-1.1,-3,3
COc1cccc(NC2C=CS(=O)(=O)C2)c1 (centres undefined),-7,-5,0.0,-5,-10,6,0.0,-2,0
CCOC(=O)C(C)NC(=O)CCc1nnc2ccc(N3CCCCC3)nn12 (centres undefined),-6,0,-0.2,5,10,5,0.0,2,5
CCCCCC(=O)NC(=S)NC1C2CC3CC(C2)CC1C3 (centres undefined),-2,3,0.0,1,-3,-5,1.2,0,-2
CCOC(=O)N1CCN(C(=O)CSCc2nc(-c3ccccc3C)oc2C)CC1,-2,-11,0.1,0,7,0,-0.4,-1,6
COc1ccc(-n2nc(C(=O)NCC(=O)NCCC3=CCCCC3)c3ccccc3c2=O)cc1,6,7,-0.2,9,-4,-18,1.6,1,16
CC(c1nc2ccccc2c(=O)[nH]1)N(C)CCOc1ccc(Cl)cc1 (centres undefined),-1,2,0.0,-3,-5,-6,0.1,-1,-10
CCOc1ccc(Cc2nnc(SCC(=O)Nc3ccc(C(C)=O)cc3)[nH]c2=O)cc1,-1,-4,-0.1,6,3,7,-2.0,-2,-1
CC(C)c1nnc(NC(=O)CCC(=O)Nc2ccc3cn[nH]c3c2)s1,-6,-5,-0.1,-8,-4,-3,2.8,4,0
Cc1cc(O)c(-c2cc(C(=O)Nc3ccc(S(=O)(=O)N4CCOCC4)cc3)[nH]n2)cc1C,0,2,0.1,8,-7,-16,5.3,-1,29
CCC(C)Cn1c(O)cc2nn(-c3nc4ccccc4s3)c(=O)c-2c1C (centres undefined),11,3,0.0,55*,11,9,1.1,9,5
NS(=O)(=O)c1ccc(CCNC(=S)NC2CCCC2)cc1,0,-6,0.0,-4,-14,5,-0.2,-1,14
CCCn1c(SCC(=O)Nc2sc(C)c(C)c2C#N)nnc1C(C)C,-4,1,0.0,-3,-11,1,-1.4,-3,0
O=C(CCCCCNC(=S)Nc1ccccc1)C[N+](=O)[O-],2,-5,-0.2,31,18,-5,-1.6,0,5
COc1ccc(C(=O)NC2CC3CCCC(C2)N3Cc2ccccc2)c(OC)c1 (centres undefined),-1,0,-0.1,-5,-11,-4,2.4,-4,-3
O=C1CCCC/C1=N\Nc1ccc(OCc2ccccc2)cc1,-4,2,-0.1,-2,-29,3,3.3,-1,17
Cn1c(=O)c2[nH]c(N=NNc3ccccc3F)nc2n(C)c1=O,0,3,0.0,-12,3,2,0.2,0,6
COc1ccc(NC(=O)CN(C)C(=O)c2ccc(COc3ccccc3)cc2)cc1,/,/,-0.1,/,12,/,1.6,-1,7
CCN(C(=O)c1cc(S(=O)(=O)N2CCCCC2)c[nH]1)c1ccc(OC)cc1,-1,-6,-0.1,4,-8,4,1.5,0,4
NC(N)=NS(=O)(=O)c1ccc(NC(=S)NC(=O)Cc2ccc(Cl)cc2)cc1,-1,3,0.3,-3,9,-9,2.8,1,-42
O=C(O)C1C2C=CC(C2)C1C(=O)NCCCn1ccnc1 (centres undefined),5,-4,0.0,1,0,1,1.3,1,-4
Cc1cc(C)c2c(N)c(C(=O)Nc3ccccc3Br)sc2n1,6,4,0.1,-4,-13,-1,1.8,10,25
CCS(=O)(=O)NC(C)C(c1cccs1)N1CCN(c2ccc(F)cc2)CC1 (centres undefined),-3,-1,0.0,0,7,8,2.1,-3,11
Cc1nnc(SCC(=O)NC2CCCC2)n1-c1ccccc1,/,/,-0.2,/,-3,/,-1.1,-2,15
O=C(CCNC(=O)c1ccccc1)OCC(=O)c1cccc(Cl)c1,-3,-40,0.4,-11,-6,-9,-2.0,-4,-11
CCCCC(=O)NNC(=O)CC(=O)Nc1ccccc1C(=O)O,-2,-2,0.0,0,-10,-1,1.8,-4,-4
C=CCc1c(C)[nH]c2ccc(C)cc2c1=O,-1,-3,0.1,0,4,8,2.9,-4,0
O=C(Nc1cccc(Cl)c1)Nc1ccccc1C(=O)O,0,0,0.3,1,-2,-3,-2.1,-5,4

# Whole records, quoted from the list. Order of values: TPT1 inhibitor, CTSL1 counter, Efflux pump mplx, HCV core dimer, ZTA counter, EBNA-1 inhibitor, PP5 inh, PP1 inh, PREPL inh
# CCCCC(=O)NNC(=O)CC(=O)Nc1ccccc1C(=O)O is listed with -2, -2, 0.0, 0, -10, -1, 1.8, -4, -4
# CCOC(=O)N1CCN(C(=O)CSCc2nc(-c3ccccc3C)oc2C)CC1 is listed with -2, -11, 0.1, 0, 7, 0, -0.4, -1, 6
# COc1ccccc1C1C(C#N)=C(N)Oc2cc(C)n(CCCn3ccnc3)c(=O)c21 (centres undefined) is listed with 1, 3, -0.1, 0, 5, 3, -0.8, -1, 3
# CCCCCC(=O)NC(=S)NC1C2CC3CC(C2)CC1C3 (centres undefined) is listed with -2, 3, 0.0, 1, -3, -5, 1.2, 0, -2
# CC(=O)Oc1ccc(C)cc1-n1nc2ccccc2n1 is listed with 0, -2, 0.0, -1, 0, 6, -0.5, -2, 3

# (list continues)
SMILES,TPT1 inhibitor,CTSL1 counter,Efflux pump mplx,HCV core dimer,ZTA counter,EBNA-1 inhibitor,PP5 inh,PP1 inh,PREPL inh
CCOC(=O)c1c(C)[nH]c(C2=NNC(=Nc3ccccc3OC)SC2)c1C,3,2,-0.2,6,2,-2,0.6,2,16
CCOc1ccccc1NC(=O)c1cc(S(=O)(=O)N2CCC3(CC2)OCCO3)ccc1F,-1,-2,0.0,-1,-14,1,2.8,-2,8
Cc1cc(C)c(OCCNC(=O)c2ccccc2Sc2ccccc2C#N)c(C)c1,0,1,0.0,3,5,8,5.5,1,2
COc1ccc(C(C)(C)C)cc1NC(=O)CCCN1C(=O)NC(C)(C)C1=O,/,/,-0.1,/,-11,/,0.9,-4,5
COc1ccccc1C(=O)N1CCN(Cc2nc3cc([N+](=O)[O-])ccc3n2C)CC1,-2,-2,-0.1,-1,-13,4,-1.8,0,8
CN(CC(=O)Nc1ccc(S(=O)(=O)N2CCCC2)cc1)CC(=O)Nc1cccc(F)c1,-2,-3,0.1,-2,0,3,0.8,1,0
CCCCCCCC(=O)N/N=C/c1ccco1,-4,-1,0.1,7,1,-8,2.8,-2,-14
ClC1(CNc2ccccc2)CCN(Cc2ccccc2)CC1,-2,1,0.1,-3,-6,-7,2.4,5,18
CC(C)(O)P(C)(=O)c1ccccc1 (centres undefined),3,-2,0.1,-9,10,-2,0.8,0,0
O=C(c1cc2c(=O)n3ccccc3nc2s1)N1CCN(c2cccc(Cl)c2)CC1,-1,-2,-0.1,7,-16,7,2.6,7,24
Cc1[nH][nH]c(=O)c1C(c1ccccc1[N+](=O)[O-])C(C#N)C#N (centres undefined),-6,-1,0.2,-2,5,-10,2.8,-1,-1
CCOC(=O)c1cnc2c(cnn2C)c1NCCC#N,0,0,0.1,-10,8,-1,-4.8,-2,14

# Bioassay records as filed in PubChem BioAssay.

# The list is partial; count on the stated rates, not on these rows.
